Assay outcomes: PubChem BioAssay, several laboratories
m-calpain inh = inhibitors of pig calpain II, primary screen, biochemical, fluorogenic peptide substrate, 1536-well; purified calpain II, 30 min; inhibition, % at 16 µM; hit rate 0.37% among 220,000; AID 1236, 2008;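 active means inhibition above about 50%, limit read from the data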
NCF1 inh = p47phox/p22phox peptide binding inhibitors, primary screen, biochemical, uHTS, NADPH oxidase regulatory subunit. Neutrophil cytosol factor 1 (Homo sapiens), P14598. fluorescence polarization, 2 h. inhibition, % at 24.7 µM. hit rate 0.53% among 220,000. AID 1274, 2008;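 active means inhibition above about 30%, limit read from the data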;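 further: 0% = p47phox with labelled peptide and 100% = labelled peptide alone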
EBV gp42 block = Epstein-Barr virus gp42 inhibitors, primary screen, biochemical, uHTS, fluorescence polarization; Fluorescence polarization binding assay, mP read-out; hit rate 0.42% among 220,000; inhibition, % (tested at 21.74 µM); in the data active means inhibition above about 50%
Target sequence (Q1HVG2 whole entry, looked up): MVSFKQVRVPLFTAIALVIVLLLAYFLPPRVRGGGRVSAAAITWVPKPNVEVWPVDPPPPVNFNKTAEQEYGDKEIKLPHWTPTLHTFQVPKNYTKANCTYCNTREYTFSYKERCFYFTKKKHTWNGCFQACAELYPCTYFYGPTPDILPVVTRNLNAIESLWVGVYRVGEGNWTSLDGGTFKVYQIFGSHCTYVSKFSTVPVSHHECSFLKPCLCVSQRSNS
p97 ATPase inh = inhibitors of human p97 ATPase, primary screen, biochemical; hit rate 0.42% among 220,000; inhibition, % at 8 µM; Transitional endoplasmic reticulum ATPase (Homo sapiens), P55072; AID 1481, 2009; recombinant p97 ATPase, Kinase-Glo ATP luminescence, 3 h; in the data active means inhibition above about 15%;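 further: 0% = DMSO vehicle and 100% = wells lacking enzyme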
RBBP9 inhibitor = human RBBP9 inhibitors, primary screen, biochemical, fluorescence polarization, FP-Rh probe, HTS | recombinant RBBP9 | inhibition, % at 7.94 µM | hit rate 0.2% among 220,000;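 active means inhibition above the campaign mean of all tested compounds plus 3 SD, cut at about 14% in these data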;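 further: plate controls were DMSO wells with RBBP9 for no effect and wells lacking RBBP9 protein for full effect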
Target sequence (O75884 whole entry, looked up): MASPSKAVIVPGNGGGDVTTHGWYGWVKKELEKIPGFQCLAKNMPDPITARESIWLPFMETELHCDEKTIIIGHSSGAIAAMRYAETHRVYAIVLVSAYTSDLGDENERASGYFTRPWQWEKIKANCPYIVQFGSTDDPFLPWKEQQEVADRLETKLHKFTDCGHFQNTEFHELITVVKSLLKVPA
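system = RBBP9 protein | input = RBBP9 at 2.5 µM in dispensed solution, before mixing | measured by = fluorescence polarization (mP), excitation 525 nm, emission 598 nm | incubation = enzyme-compound preincubation 30 min, then probe labeling 45 min, 25 °C | buffer or medium = Tris-NaCl-Pluronic buffer, pH 8.0 | compound = single dose 7.94 µM | also added = FP-Rh probe, 375 nM dispensing solution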
Runt-CBFb FRET = inhibitors of RUNX1 Runt–CBFb binding, primary screen, biochemical, FRET, Cerulean-Runt, Venus-CBFb, uHTS; Runt-related transcription factor 1 (Homo sapiens) + Core-binding factor subunit beta …; Cerulean-Runt/Venus-CBFb FRET ratio 530/480, 1 h; inhibition, % at 20 µM; hit rate 0.46% among 220,000; AID 1496, 2009;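 active means inhibition over about 50% at 20 µM in the single-dose screen, limit read from the data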;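 further: 0% = DMSO wells and 100% = excess unlabeled CBFb competitor control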
Target sequence (Q01196 whole entry, looked up): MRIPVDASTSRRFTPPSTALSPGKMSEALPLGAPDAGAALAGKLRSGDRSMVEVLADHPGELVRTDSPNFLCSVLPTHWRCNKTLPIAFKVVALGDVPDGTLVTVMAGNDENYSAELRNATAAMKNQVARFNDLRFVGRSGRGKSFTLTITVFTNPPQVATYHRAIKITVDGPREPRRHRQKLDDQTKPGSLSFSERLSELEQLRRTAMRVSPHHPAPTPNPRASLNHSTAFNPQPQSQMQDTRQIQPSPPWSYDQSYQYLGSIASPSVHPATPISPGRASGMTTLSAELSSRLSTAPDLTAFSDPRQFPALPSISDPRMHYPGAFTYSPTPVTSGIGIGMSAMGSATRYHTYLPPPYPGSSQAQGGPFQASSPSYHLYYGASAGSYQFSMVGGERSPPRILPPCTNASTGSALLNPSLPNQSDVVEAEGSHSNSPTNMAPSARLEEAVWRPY
Target sequence (Q13951 whole entry, looked up): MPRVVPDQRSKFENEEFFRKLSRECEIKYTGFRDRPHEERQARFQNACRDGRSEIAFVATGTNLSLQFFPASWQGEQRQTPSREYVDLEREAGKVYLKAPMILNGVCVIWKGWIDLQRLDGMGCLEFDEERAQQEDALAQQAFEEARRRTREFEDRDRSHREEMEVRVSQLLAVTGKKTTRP
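Schedule: protein complex preformed 1 h, compound exposure 1 h, room temperature, dark; test system: Cerulean-labeled Runt domain protein; amount: 100 nM per protein; buffer or medium: Tris 50 mM pH 7.5, KCl, K2SO4, 0.01% BSA; read-out: loss of energy transfer signal; detection: FRET fluorescence; controls: 5 µM unlabeled CBFb as full-inhibition high control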
Runt-SMMHC FRET = inhibitors of RUNX1 Runt–CBFb-SMMHC binding, primary screen, biochemical, FRET, Cerulean-Runt, Venus-CBFb-SMMHC, uHTS. Cerulean-Runt/Venus-CBFb-SMMHC FRET ratio 530/480, 1 h. inhibition, % at 20 µM. hit rate 0.74% among 220,000. AID 1434, 2008;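 active means mean inhibition across duplicate retests at 20 µM reaching about 50%, limit read from the data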;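 further: 0% = DMSO wells and 100% = wells with excess untagged CBFb-SMMHC; inhibitors lower the FRET ratio by blocking Runt binding to CBFb-SMMHC; some results filed as inactive read as strong as hits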
Furin inh = human furin inhibitors, primary screen, biochemical, fluorescence intensity. inhibition, % at 30 µM. hit rate 0.061% among 220,000. AID 463115, 2010. purified furin, fluorogenic substrate cleavage. P09958; in the data active means inhibition above about 25%; further: inactives centre near -15
TbHK1 inh = Trypanosoma brucei hexokinase 1 inhibitors, primary screen, biochemical, G6PDH-coupled NADH absorbance, MLSCN library | recombinant TbHK1, G6PDH-coupled NADH A340 | inhibition, % at 10 µM | hit rate 0.11% among 220,000 | AID 1430, 2008;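 active means inhibition of 50% or more in the single-dose primary screen; inactive means inhibition below 50%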
* marks the source's active call; other numbers are inactive results; i = inactive; x = no result given; & = joins results of further samples; [ ] = dose if it differs, or a comment.

SMILES	m-calpain inh	NCF1 inh	EBV gp42 block	p97 ATPase inh	RBBP9 inhibitor	Runt-CBFb FRET	Runt-SMMHC FRET	Furin inh	TbHK1 inh
Cc1ccc(S(=O)(=O)N(C(=O)c2ccncc2)c2ccc3oc4c(c3c2)CCCC4)cc1[N+](=O)[O-]	-14	-2	7	3	3	-2	-5	-19	-6
Cc1ccc2[nH]c(=O)c(CN(C(=O)c3cccc([N+](=O)[O-])c3)C(C)(C)C)cc2c1	3	-9	-3	-2	-12	1	-3	-17	-9
CC(=O)Nc1nc2ccccc2[nH]1	3	x	-2	-1	-8	-1	0	-31	8
Cc1ccc(CNC(=O)CS(=O)(=O)c2ccccc2)cc1	16	1	-11	-2	-2	2	-7	2	11
COc1cc(SC)ccc1C(=O)Nc1ccccc1	20	-3	-7	3	3	2	-8	-17[20 µM]	-5
Cc1sc2ncn(CCC(=O)O)c(=O)c2c1C	-4	-6	-14	2	-4	-3	4	-22	2
O=C(CS)Nc1ccc2ccccc2c1	30	-36	-1	-3	-20	30	13	-12	-16
Cc1ccc(C(=O)NNC(=O)Cc2cccs2)cc1	-46	-2	2	3	0	-1	-1	-15	-2
O=[N+]([O-])c1ncccc1Oc1nc(-c2cccnc2)nc2ccccc12	29	-9	-18	-5	-7	3	4	-21	2
CCC/C(O)=C1\C(=O)CCCC1=NCCc1c(C)[nH]c2ccccc12	-4	-95	1	-5	-7	0	0	-17	3
Clc1cc2c(c(Cn3cnc4ccccc43)c1)OCOC2	-3	-7	-21	2	-3	-1	0	-10	2
CCOc1ccccc1C1CC(c2ccc(Cl)cc2)Nc2nc(N)nn21 (stereo not given)	-31	-15	-12	-6	-3	-1	-1	-5	-11
CC1(C(=O)OCC(=O)N2c3ccccc3Sc3ccccc32)CC1(Cl)Cl (stereo not given)	42	-7	3	-2	-5	2	-2	-1	3
CN(CCC#N)C(=O)c1ccc(CNS(=O)(=O)c2ccc(F)cc2)cc1	x	x	x	2	-3	2	1	-19	2
O=C(O)Cc1csc(-c2cccc(F)c2)n1	-28	-6	-19	5	-5	1	-4	-16	-1
COc1cccc2cc(C(=O)N3CCN(C/C=C/c4ccccc4)CC3)c(=O)oc12	-55	-5	0	1	-2	8	20	-12[20 µM]	-4
O=C(CN1C(=O)C2CCCCC2C1=O)N1CCN(c2ccccc2)CC1 (stereo not given)	13	-7	-17	0	-7	-2	-3	-21	2
CCC(=O)NC(C)C(c1cccs1)N1CCOCC1 (stereo not given)	x	x	x	-3	-6	x	x	-16	1
Cc1cc(C)n2nnnc2n1	-21	-10	-16	6	-6	0	2	-20	-1
O=S(=O)(Cc1ccccc1)N1CCCC1	-29	-7	-9	-5	-4	1	-32	-16	-2

4 neighbouring records out of the list so far, quoted:
SMILES	m-calpain inh	NCF1 inh	EBV gp42 block	p97 ATPase inh	RBBP9 inhibitor	Runt-CBFb FRET	Runt-SMMHC FRET	Furin inh	TbHK1 inh
O=C(CN1C(=O)C2CCCCC2C1=O)N1CCN(c2ccccc2)CC1 (stereo not given)	13	-7	-17	0	-7	-2	-3	-21	2
CCC(=O)NC(C)C(c1cccs1)N1CCOCC1 (stereo not given)	x	x	x	-3	-6	x	x	-16	1
Cc1cc(C)n2nnnc2n1	-21	-10	-16	6	-6	0	2	-20	-1
O=S(=O)(Cc1ccccc1)N1CCCC1	-29	-7	-9	-5	-4	1	-32	-16	-2

(next part)
SMILES	m-calpain inh	NCF1 inh	EBV gp42 block	p97 ATPase inh	RBBP9 inhibitor	Runt-CBFb FRET	Runt-SMMHC FRET	Furin inh	TbHK1 inh
CCc1ccc(-n2c(=O)c3ccccc3n(CC(=O)C(C)(C)C)c2=O)cc1	26	-81	-7	3	4	-1	-1	-5	-1
O=C(O)CCCN=C1CCCc2ccccc2N1	-17	-10	-3	4	-3	3	0	-19[20 µM]	21
O=C(CCNS(=O)(=O)c1ccc(Br)s1)NCc1ccccc1	-5	-14	-18	4	-10	-2	-1	-18	-1
Nc1nc(C2CC2)c(Sc2sc(N)nc2C2CC2)s1	6	-10	-16	4	0	13	9	-14	-11
COc1ccc(CCCc2nnc(SCC(=O)Nc3ccc(C)c(C)c3)o2)cc1	60*	-10	-42	-2	-6	-30	3	-13[20 µM]	3
CN(c1ccccc1)S(=O)(=O)c1ccc(C(=O)NCC2CCCO2)cc1 (stereo not given)	11	0	-9	-2	-1	1	1	-17[20 µM]	5
Cc1ccc(Cl)cc1NC(=O)c1ccccc1OCC(=O)Nc1ccc(Cl)cc1	11	5	-16	6	-7	-2	-3	-16	-3
O=C(Nc1nccs1)c1ccc(Cl)c(S(=O)(=O)N2CCOCC2)c1	-42	-12	-24	9	6	0	0	-23	-6
Cc1cc(C(=O)NNC(=S)NC(C)c2ccccc2)c2ccccc2n1 (stereo not given)	-8	-8	-11	4	3	-5	-1	-18	9
O=C(NC1CCC(C(=O)O)CC1)OCc1ccccc1 (stereo not given)	-6&5	-11&-6	-9&-18	6&1	-3&3	0&2	-1&-1	-11	4&-7
CC(=O)Oc1ccc(N(C(C)=O)S(=O)(=O)c2cccs2)c2ccccc12	-62	-5	-13	0	-6	12	8	-2[20 µM]	-6
COc1ccc2nc3c(cc2c1)c(NC(=O)C1CCCO1)nn3CC(C)C (stereo not given)	i	-21	-6	-1	-3	12	61*	-12	43
Cc1ccc2[nH]c(=O)c(C(c3nnnn3Cc3ccccc3)N3CCc4ccccc43)cc2c1 (stereo not given)	-185	-47	-26	2	-3	11	-1	-37[20 µM]	-15
COc1cc(S(=O)(=O)NC(C)C)ccc1Cl	15	-2	-5	-5	0	0	0	-12[20 µM]	-3
O=C(NCc1ccccn1)c1ccc(/C=N/O)nc1	7	-6	-11	5	-11	-1	5	-17	-1
O=C(Nc1ccccc1Oc1ccccc1)C1CCCC1	22	-6	-2	-5	-10	0	1	8	7
Cc1ccc(CN2CCN(CC(=O)N3CCc4ccccc4C3)C2=O)cc1	-4	-7	-19	-2	1	-2	-6	-14[20 µM]	-3
COc1ccc(NC(=O)CSC2CCCCC2)cc1	-2	6	-31	-7	-5	0	-2	-16[20 µM]	-5
CCc1cc(S(N)(=O)=O)cc(CC)c1NC(C)=O	6	-15	-1	6	2	-2	0	-17	-8
O=S(=O)(NC1CCCCC1)c1cccc(-c2nnc(-c3ccccc3)o2)c1	-7	-11	-5	0	-5	-2	-1	-17	40
Cc1ccc(-c2nc(NC(=O)c3nn(C)cc3[N+](=O)[O-])sc2C)cc1	10	-6	8	3	0	-1	1	-11[20 µM]	-20
c1ccc(-c2noc(-c3cccc4ccccc34)n2)nc1	-119	-14	8	-4	1	0	1	-26[20 µM]	1
Cc1cc(C(=O)N2CCN(c3ncccc3C#N)CC2)no1	-80	-11	-4	0	4	0	2	-12	-10
O=C(c1ccc(Cl)cc1)N1CCN=C1c1ccccc1	-9	-6	-1	2	-7	0	0	-20	1
Cc1ccc2nc(C(C)O)[nH]c2c1 (stereo not given)	-7	-8	-21	1	0	x	-6	-9[20 µM]	4
O=C(CCN1C(=O)C2C3CCC(C3)C2C1=O)Nc1ccc(Br)cc1 (stereo not given)	7	-10	-8	8	-1	1	-2	-5	30
O=C(COn1nnc2ccc(C(F)(F)F)cc21)Nc1c(Cl)cccc1Cl	0	-3	-18	3	-1	0	-2	-13	5
N#Cc1cc(-c2cccc(Cl)c2)c[nH]c1=O	-50	-3	-19	3	-7	-1	0	-22[20 µM]	1
COC(=O)Nc1ccc(S(=O)(=O)NCc2ccccn2)cc1	13	6	-1	2	-4	0	0	-24	1
CCCCc1cc2c(s1)CCCC/C2=N/O	29	-4	1	-8	-2	-2	0	-2	9
COc1ccc(-n2c(N)c(C(=O)NCc3cccnc3)sc2=S)cc1	21	-5	3	7	-2	1	-2	-6[20 µM]	-7
CCOC(=O)C1(Cc2cccc(F)c2)CCN(C(=O)Cn2cnnn2)CC1	0	-9	-5	-8	-11	-2	1	0	1
CNC(=S)NC1CC2CCCC(C1)N2Cc1ccc(C)cc1 (stereo not given)	0	-5	1	3	-2	1	0	-15	-5
Cc1ccc(C(=O)Nc2ccc(S(=O)(=O)N3CCOCC3)cc2)cc1	-3	-2	-6	1	-6	1	0	-22	-2
CC(=O)c1c(O)c2ccccc2n(C(C)C)c1=O	3	-5	-10	-2	-6	3	-1	-20	3
Cc1cc(C(=O)CSc2nnc(-c3ccccc3)n2Cc2ccc3c(c2)OCO3)c(C)n1C	17	-4	-20	-7	-10	6	-2	-11	5
CCOc1nnc(C)c2c(C)n(-c3ccc(Cl)cc3)nc12	-75	-13	-1	1	6	0	1	-23[20 µM]	0
C=C1C(=O)O[C@@H]2[C@H]1[C@@H](OC(=O)/C(C)=C/C)C/C(C)=C\C(=O)/C=C(\C)[C@@H]2O	-28	-1	-2	x	x	4	4	-35	-8
Cc1cc(=O)[nH]c(N/N=C/C=C/c2ccccc2)n1	41	4	-16	-2	0	3	-1	-1	-70
c1ccc(C2=Nn3c(nnc3-c3ccncc3)SC2)cc1	-40	-3	-6	-5	0	1	2	8	-1
CC(C)CNC(=O)c1ccccc1NC(=O)CSCc1ccccc1	-14	-9	-17	2	-6	-4	-6	-20[20 µM]	-2
COc1ccc(NC(=O)CNC(=O)Cn2c(C)cc3ccccc3c2=O)cc1OC	-9	-12	-12	5	-3	-4	2	-28	-6
COc1cccc(C(=O)C2CCCN(Cc3c(C)n(C)n(-c4ccccc4)c3=O)C2)c1 (stereo not given)	-9	-8	-3	-4	-6	-1	-1	-16	-7
CC(C)Oc1ccccc1-c1nc(SCC(=O)O)n[nH]1	6	-7	-6	5	-4	1	-3	-13[20 µM]	-1
CCC(C)c1ccc(NC(=O)COc2c(F)c(F)c(C(F)(F)F)c(F)c2F)cc1 (stereo not given)	-1	-17	-8	-2	-5	-6	-4	-10	10
Cc1nc(NC(=S)NC(=O)COc2ccc(Cl)cc2)ccc1Br	30	4	-10	-6	-9	2	0	-12	-22
CCOc1cc(C)nc(Oc2ccc(=O)[nH]n2)n1	10	-9	-9	11	-4	-1	-7	5[20 µM]	7
COc1ccc(O)c(/C=N/NC(=S)Nc2cccnc2)c1	-299	-10	4	6	4	-5	-38	-12	-7
Cn1c(=O)c2c(n3cnnc13)-c1ccccc1CC21CCCC1	0	12	-1	-6	3	-3	-3	-12[20 µM]	-1
COc1cc2c(cc1NC(=O)COC(=O)C1CC(=O)N(Cc3ccco3)C1)oc1ccccc12 (stereo not given)	-29	-16	-27	2	-2	-2	-12	-17	-12
CC(=O)Nc1cc(NC(C)=O)ncn1	9	2	-12	11	-15	0	-8	-14	-5
CCOc1ccc(OCC(=O)Nc2ccc(OC)cc2[N+](=O)[O-])cc1	18	-2	-12	2	5	-4	-9	-13	-4
